Screens: PubChem, several laboratories
GPR35 antagonists: GPR35 antagonists blocking zaprinast-driven arrestin recruitment, primary screen, imaging, U2OS, beta-arrestin-GFP, zaprinast agonist (AID 2058); U2OS GPR35 beta-arrestin-GFP translocation imaging, zaprinast antagonism; higher % means a stronger effect; inhibition, % at 10 µM; hits with a dose series show IC50 in µM; hit rate 0.052% among 290,000;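 active = inhibition of at least 50% with at least 30 cells and total cytoplasm GFP at most 10,000,000; inconclusive = under 30 cells or total GFP of 10,000,000 plus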
NS5 inhibitors: Dengue-2 NS5 methyltransferase inhibitors, primary screen, biochemical, confirmation dose response (AID 588689). Genome polyprotein (Dengue virus type 2 (strain 16681-PDK53)). Dengue-2 NS5 methyltransferase capping enzyme assay, biochemical; higher % means a stronger effect. inhibition, % at 25 µM, or IC50 in µM where a hit was titrated. hit rate 0.3% among 340,000; in the data active = a potency from the dose series; inconclusive = inhibition above about 29% without an active follow-up result
PhoP inhibition: inhibitors of PhoP regulon expression, primary screen, Salmonella Typhimurium, GFP reporter (AID 1863); S. Typhimurium PhoP-regulated promoter GFP reporter, 4 h; higher % means a stronger effect; one-dose inhibition, % at 50 µM; IC50 in µM for titrated hits; hit rate 0.16% among 300,000;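 active = inhibition over 29.93%, a cutoff 3 SD above the screen mean, later confirmed by dose response; inconclusive = inhibition over 29.93% but no dose response follow-up; inactive = inhibition at most 29.93% or unconfirmed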;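 note: 0% = low Mg2+ inducing control and 100% = high Mg2+ repressing control; strong numbers were not always called active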
MgcRacGAP inhibition: MgcRacGAP GTPase-activating activity inhibitors, confirmation, biochemical, ADP Hunter fluorescence. hit rate 0.6% among 340,000. AID 624330, 2012. inhibition, % at 30 µM, or IC50 in µM where a hit was titrated. MgcRacGAP-stimulated Rac1 GTP hydrolysis, ADP Hunter fluorescence; higher % means a stronger effect; GST-tagged Rac1 F28L mutant substrate. Rac GTPase-activating protein 1 (Homo sapiens);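 active = first-screen hits whose inhibition reached a set limit at any dose in the follow-up dose series; inconclusive = inhibition above the set first-screen limit but never retested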;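 note: fluorescence reports GDP produced by GAP-driven GTP hydrolysis; strong numbers were not always called active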
HIV fusion peptide: inhibitors of HIV fusion peptide binding, primary screen, biochemical, uHTS, fluorescence dequenching (AID 1986) | hit rate 0.3% among 290,000 | cell-free peptide binding, fluorescence dequenching, 30 min; higher % means a stronger effect | one-dose inhibition, % at 20 µM; IC50 in µM for titrated hits; in the data active = inhibition mostly above about 52%, no sharp cut-off; inactive = mostly below about 76%; note: some results filed as inactive read as strong as hits
GPR55 LPI antagonism: GPR55 antagonists blocking LPI-driven arrestin recruitment, primary screen, imaging, U2OS, beta-arrestin-GFP, LPI agonist (AID 2013). U2OS GPR55 beta-arrestin-GFP translocation imaging, LPI antagonism; higher % means a stronger effect. hit rate 0.13% among 290,000. G-protein coupled receptor 55 (Homo sapiens). inhibition, % at 10 µM, or IC50 in µM where a hit was titrated;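 active = spots per cell inhibited over 60%, with over 100 cells counted and total cytoplasm intensity under 500,000; inconclusive = wells with under 100 cells, flagged as likely toxic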;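 note: U2OS cells stably carrying GPR55 and arrestin-GFP stimulated by 5 µM LPI near EC80; imaged beta-arrestin-GFP aggregate spots per cell after agonist stimulation; plate controls were LPI-stimulated DMSO wells for no effect and DMSO wells without LPI for full effect; some results filed as inactive read as strong as hits; confirmed hits need IC50 under 10 µM and bright autofluorescent wells are also inconclusive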
RSV antiviral HEp-2: RSV antiviral activity via CPE protection, HEp-2 cells, primary 10 µM value included (AID 2391) | hit rate 0.13% among 310,000 | HEp-2 cells, RSV-induced CPE inhibition; higher % means a stronger effect | CPE inhibition, % at 10 µM; hits with a dose series show IC50 in µM; in the data active = a potency from the dose series; inconclusive = CPE inhibition mostly from about 23% at the one dose, without a potency; inactive = the rest, 99 in 100 with CPE inhibition below about 21%; note: strong numbers were not always called active
K1F lysis inhibition: inhibition of K1F phage lysis, E. coli UTI89, bacterial capsule biogenesis inhibitors, alamar blue (AID 488966); hit rate 0.02% among 340,000; one-dose inhibition, % at 100 µM; IC50 in µM for titrated hits; E. coli UTI89 K1F phage lysis, alamar blue, 2 h; higher % means a stronger effect;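 active = phage lysis inhibition, versus mean bacterial control, above a set limit; inconclusive = no clear call, values can overlap the other calls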;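 note: capsule biogenesis inhibitors block K1F phage lysis so surviving cells raise fluorescence; higher fluorescence means more inhibition of phage lysis; actives were called in the ten point dose series up to 300 µM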
SV40 large T antigen: SV40 large T antigen inhibitors, biochemical (AID 1903) | inhibition, % at 20 µM; hits with a dose series show IC50 in µM | hit rate 0.39% among 310,000 | SV40 large T antigen ATPase/helicase inhibition assay; higher % means a stronger effect; in the data active = a potency from the dose series; inconclusive = inhibition mostly from about 32% at the one dose, without a potency; inactive = the rest, 99 in 100 with inhibition below about 32%; note: strong numbers were not always called active
* = called active by the depositor; ? = inconclusive; . = not tested or not shown; [ ] = another dose, or the depositor's remark. Rows were taken by chance; overall some 1.5% were active at least once.

No.	mol	GPR55 LPI antagonism	MgcRacGAP inhibition	GPR35 antagonists	K1F lysis inhibition	NS5 inhibitors	RSV antiviral HEp-2	HIV fusion peptide	PhoP inhibition	SV40 large T antigen
1	COc1ccc(-n2c(SCC(=O)Nc3nc(C)cs3)nnc2-c2ccoc2C)cc1	0%	12%	7%	-0.3%	-7%	5.0%	-0.9%	6%	3%
2	Cc1ccc(CNC(=O)c2ccc(Cn3nc(C)c(Cl)c3C)o2)cc1	-7%	12%	0%	-0.8%	-1%	2.8%	0.7%	-5%	3%
3	Cn1cc(-c2ccccc2C(N)=O)c(=O)c2cc(Cl)ccc21	3%	-5%	11%	0.0%	-2%	1.3%	0.8%	1%	-6%
4	O=C1CNC(=O)N1	-8%	1%	-3%	2.0%	1%	-1.4%	1.1%	1%	21%
5	CCn1c(C(=O)NCCCc2ccccc2)cc2sccc21	-4%	23%	-8%	-2.5%	-1%	5.6%	-1.1%	6%	5%
6	CC(C)C(=O)Nc1ccc(C(=O)NNC(=S)NC(=O)c2ccco2)cc1	3%	2%	15%	1.3%[50 µM]	3%	3.7%	-0.5%	10%	16%
7	COc1ccc(CN2CC(=O)N3[C@H]4c5ccccc5OC[C@@H]4[C@H](c4ccccc4)[C@]3(C)C2=O)cc1	.	2%	.	0.8%	-2%	13%	.	.	.
8	O=C(COc1cccc2ccccc12)N/N=C/c1ccccc1OCc1ccc(C(=O)O)cc1	-4%	9%	-8%	0.0%	5%	1.7%	57%	-1%	18%
9	O=C(CCNC(=O)c1ccccc1)N/N=C/c1ccc([N+](=O)[O-])cc1	9%	11%	1%	0.1%	-4%	1.6%	-2.0%	1%	15%
10	Cc1ccc(NC(=O)N2CCCc3ccccc32)cc1C	1%	4%	-14%	0.4%[50 µM]	-3%	1.0%	0.0%	1%	8%
11	O=C(c1nc2nc(-c3ccc(Cl)cc3)cc(C(F)(F)F)n2n1)N1CCOCC1	20%	4%	12%	0.0%	1%	4.2%	-0.6%	14%	-1%
12	CC(C)(C)c1ccc(C(=O)NCC(=O)N2CCNC(=O)C2)cc1	4%	7%	-8%	-0.9%	-1%	0.8%	0.4%	5%	10%
13	CCOc1ccc(NC(=S)N2CCN(C/C=C/c3ccccc3)CC2)cc1	0%	7%	-10%	0.3%	-5%	2.1%	-0.7%	-5%	4%
14	N#C/C(=C\c1cn(Cc2ccccc2C#N)c2ccccc12)C(=O)NCc1cccs1	-8%	.	-4%	.	.	-0.5%	0.7%	-7%	4%
15	CCCCn1c(N)c(N(CCOC)C(=O)CC(NC(=O)c2ccccc2)c2ccccc2)c(=O)[nH]c1=O (configuration not stated)	.	6%	.	1.0%[50 µM]	-6%	-1.4%	.	8%	27%
16	O=C(CNC(=O)c1cccs1)c1ccc(Cl)cc1	3%	5%	-1%	0.6%	-1%	1.4%	1.2%	9%	8%
17	Cc1c(Cl)cccc1NC(=O)COC(=O)C12CC3CC(CC(O)(C3)C1)C2	.	-6%	.	0.1%[50 µM]	-4%	0.7%	.	.	.
18	COC(=O)Nc1ccc(S(=O)(=O)NNC(=O)c2c(O)c3ccccc3n(C)c2=O)cc1	-4%	16%	28%	-0.1%	-5%	-0.9%	4.1%	4%	13%
19	C/C(CC(=O)Nc1ccccc1[N+](=O)[O-])=N\NC(=O)COc1ccccc1C	5%	2%	7%	0.5%	-7%	1.9%	-3.0%	12%	-5%
20	CC(C)Cc1nc2oc3c(=O)[nH]cnc3c2c2c1CCC2	2%	4%	14%	0.6%	-1%	7.0%	3.1%	-2%	22%
21	CCOC(=O)c1cnc(-n2nc(C)cc2C)nc1Nc1ccc(N(C)C)cc1	15%	7%	-4%	1.1%	-5%	4.0%	-3.7%	7%	4%
22	O=C(Nc1nc2c(s1)CN(Cc1ccccc1)CC2)c1c(F)cccc1F	11%	-9%	-2%	-0.2%	-18%	58%	7.2%	7%	-1%
23	Cn1c(=O)c2c(ncn2CC(=O)Nc2ccccc2Sc2ccccc2)n(C)c1=O	-8%	9%	-13%	0.4%[50 µM]	-1%	13%	-3.1%	10%	6%
24	Cc1ccc(CN2CCN(/N=C/c3ccco3)CC2)c(C)c1	4%	4%	7%	1.2%	-8%	2.9%	17%	-4%	17%
25	COc1cc(C2C(C#N)=C(C)NC3=C2C(=O)CC(C)(C)C3)cc(OC)c1O (configuration not stated)	-9%	0%	9%	1.9%	0%	1.8%	-1.1%	-3%	8%
26	COc1ccccc1CNC(=O)COC(=O)c1cnccn1	.	4%	-11%	0.1%	-3%	0.2%	0.2%	7%	2%
27	O=S(=O)(c1cccc(-c2nn3c(-c4ccncc4)nnc3s2)c1)N1CCOCC1	-6%	.	-15%	.	.	.	0.5%	6%	-13%
28	CCCn1c(SCC(=O)Nc2ccc(OCC)cc2)nnc1C(C)C	13%	5%	-2%	1.1%	-3%	1.2%	1.2%	3%	8%
29	COc1cc(OC)cc(C(=O)Nc2cccc3c2CCCC3)c1	14%	6%	-1%	-0.1%	-7%	-0.5%	0.0%	2%	-4%
30	COc1ccc(CNC(=O)c2cccnc2SC)cc1OC	-2%	3%	16%	-0.7%	2%	-0.6%	2.2%	-3%	8%
31	CSc1sc(C(=O)N2CCCCC2)c(-c2cccs2)c1C#N	6%	.	3%	.	.	1.6%	-2.4%	-6%	10%
32	Cc1ccc(NS(=O)(=O)c2ccc(Cl)c(C(=O)O)c2)cc1S(=O)(=O)N1CCOCC1	7%	-6%	6%	2.5%	-7%	1.4%	2.2%	-5%	18%
33	CCCCc1ccc(NC(=O)CSC2=C(C#N)C(c3ccco3)C3=C(CCCC3=O)N2)cc1 (configuration not stated)	11%	9%	4%	0.3%	0%	16%	3.8%	25%	0%
34	CCOC(=O)c1c(NC(=O)CSc2nccc(=O)[nH]2)sc(C)c1C	22%	6%	5%	-0.2%	1%	7.7%	2.5%	1%	16%
35	CC(C)(C)NC(=O)c1cc(C(C)(C)C)c(O)c(C(C)(C)C)c1	19%	9%	23%	0.9%[50 µM]	-4%	1.8%	3.0%	25%	4%
36	CC/C(=N/Nc1ccccc1C)c1cnnc(SC)n1	0%	5%	4%	0.8%[50 µM]	1%	4.8%	-2.4%	-8%	2%
37	CCN(CCNC(=O)C1CCCN(c2ncnc3c2nc2n3CCCCC2)C1)Cc1ccccc1 (configuration not stated)	-4%	10%	-3%	0.0%	-2%	-0.7%	-2.2%	3%	1%
38	N#CC1=C(c2ccc(-c3ccccc3)cc2)COC1=O	26%	7%	-4%	-2.5%	1%	13%	21%	-3%	9%
39	CC(=O)NC(c1ccc2ccccc2c1)c1ccc2cccnc2c1O (configuration not stated)	4%	3%	-10%	0.0%	7%	1.4%	0.1%	56%	-4%
40	CC(C)(C)c1ccc(C(=O)N2CCN(CCNC(=O)C(=O)NCc3ccc(Cl)cc3)CC2)cc1	14%	2%	8%	-0.2%	-5%	12%	0.9%	4%	6%
41	COCCN(C(=S)Nc1cc(C)ccc1C)C(C)c1cccnc1 (configuration not stated)	2%	5%	-11%	2.6%	-4%	2.4%	0.1%	-2%	11%
42	CCN(CC)CCNC(=O)C1c2cc(OC)c(OC)cc2C(=O)N2CCc3ccccc3C12 (configuration not stated)	5%	9%	-1%	4.6%	0%	-0.4%	-1.6%	-2%	37%
43	O=C(N/N=C/c1cccc(O)c1)c1ccc(COc2ccc3c(c2)CCC3)o1	8%	7%	20%	0.0%	1%	0.1%	0.9%	1%	6%
44	O=C(CCn1c(=O)[nH]c2ccccc2c1=O)N1CCN(c2ccc(Cl)cc2)CC1	11%	3%	15%	0.4%	-2%	0.8%	11%	-3%	19%
45	COc1ccccc1-n1c(CNC(=O)c2cccs2)n[nH]c1=S	16%	-1%	10%	-0.4%	-6%	0.8%	-0.6%	6%	-1%
46	CCOc1ccc(CCNC(=O)Nc2ccccc2C)cc1OCC	6%	8%	18%	1.0%[50 µM]	-1%	0.7%	-0.5%	9%	-2%
47	CCOc1cc(CN2CCCC(N3CCN(c4ccc(F)cc4)CC3)C2)ccc1OC (configuration not stated)	2%	-13%	2%	-1.1%	-11%	-0.7%	-1.2%	7%	2%
48	Cc1onc(-c2ccccc2Cl)c1C(=O)Nc1ccc2c(c1)OCO2	13%	8%	2%	-0.7%	0%	-1.9%	1.3%	10%	4%
49	COc1ccccc1NC(=O)c1oc2ccccc2c1NC(=O)c1ccco1	3%	-1%	-3%	-0.2%	-2%	1.4%	1.4%	0%	4%
50	O=S(=O)(N1CCOCC1)N1CCOCC1	-12%	7%	10%	-0.1%	5%	1.1%	1.2%	-6%	9%

(cont.)
No.	mol	GPR55 LPI antagonism	MgcRacGAP inhibition	GPR35 antagonists	K1F lysis inhibition	NS5 inhibitors	RSV antiviral HEp-2	HIV fusion peptide	PhoP inhibition	SV40 large T antigen
51	COCCN(C(=O)CNC(=O)c1ccco1)C(C(=O)NC1CCCCC1)c1cccnc1 (configuration not stated)	1%	4%	25%	0.3%	-2%	0.8%	1.2%	5%	10%
52	CN(C)c1ccc(/C=N/n2cnn(Cc3ccccc3Cl)c2=S)cc1	10%	7%	7%	-1.3%	1%	0.2%	0.2%	0%	5%
53	CCS/C(N)=N/N=C/c1cc(C)ccc1O	4%	8%	6%	-0.4%	-2%	4.1%	0.1%	9%	6%
54	CC(=O)Nc1ccc(NC(=O)c2ccccc2CC[N+](=O)[O-])cc1	-8%	2%	12%	0.6%	-4%	0.1%	-2.7%	-2%	2%
55	CC(C)NCc1nnc(-c2ccc(Cl)cc2)o1	11%	4%	-6%	2.3%	2%	4.1%	0.1%	6%	9%
56	COCCn1c(=NC(=O)c2ccco2)sc2cc(C(=O)OC)ccc21	-14%	-1%	10%	2.5%	2%	1.1%	-0.7%	-4%	14%
57	COc1ccc(-c2cc(=O)oc3cc(OC(C)C(=O)NC4CC4)ccc23)cc1 (configuration not stated)	22%	1%	4%	6.0%	-1%	0.6%	-2.3%	.	.
58	COc1ccc(C(=O)N/N=c2\oc3ccccc3cc2C(=O)NCc2ccccc2)cc1	-3%	6%	-10%	-0.2%	-5%	3.2%	-1.3%	21%	-1%
59	Cc1[nH]c2ccccc2c1/C=N/Nc1nncn1N	-9%	64µM*	-11%	-1.5%	-9%	11%	-1.7%	3%	?
